Compound activity (PubChem BioAssay)
P. falciparum M17LAP: P. falciparum M17LAP inhibitors, primary screen, biochemical, fluorogenic H-Leu-NHMec substrate, 1536-well (AID 1619). recombinant M17LAP, H-Leu-NHMec fluorogenic kinetic assay; higher % means a stronger effect. actives 0.38% (n = 220,000). inhibition, % at 30 µM, or IC50 in µM where a hit was titrated;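 active = compound inhibiting the enzyme by more than half at any dose during confirmatory dose-response retesting; inconclusive = strong single-dose inhibitors picked by rank but not retested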;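 note: plate controls were full reaction with DMSO carrier for no effect and no enzyme background for full effect; strong numbers were not always called active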
TNAP activation fold: human TNAP enzyme activators, primary screen, biochemical, luminescent, no phosphate acceptor, uHTS (AID 1001) | Alkaline phosphatase, tissue-nonspecific isozyme (Homo sapiens) | purified TNAP, luminescent activation assay, no phosphate acceptor; higher activation fold means a stronger effect | activation fold at 20 µM, or EC50 in µM where a hit was titrated | actives 0.03% (n = 200,000); in the data active = activation fold from about 3, or a potency from the dose series; inactive = the rest, 99 in 100 with activation fold below about 1.6; note: many of its hits are not listed in these tables
M1AAP inhibition: P. falciparum M1AAP inhibitors, biochemical, fluorogenic H-Leu-NHMec substrate, 1536-well (AID 1445); Aminopeptidase N (Plasmodium falciparum (isolate 3D7)); recombinant M1AAP, H-Leu-NHMec fluorogenic kinetic assay; higher % means a stronger effect; inhibition, % at 30 µM, or IC50 in µM where a hit was titrated; actives 0.42% (n = 220,000);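 active = primary inhibition above the hit cutoff, then over 50% inhibition at one or more dose response concentrations, cut at about 23% in these data, passing the limit was not always enough; inconclusive = conflicting primary data, or primary hits not chosen for dose response; inactive = low primary inhibition, or under 50% at every dose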;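 note: plate controls were DMSO full reaction for no effect and no enzyme background for full effect; strong numbers were not always called active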
human PMI inhibition: inhibitors of human PMI, primary screen, biochemical, fluorescence intensity, coupled assay (AID 1209); Mannose-6-phosphate isomerase (Homo sapiens); actives 0.42% (n = 190,000); one-dose inhibition, % at 20 µM; IC50 in µM for titrated hits; purified PMI enzyme, coupled fluorescence intensity; higher % means a stronger effect;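 note: plate controls were DMSO vehicle for no effect and wells lacking substrate for full effect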
Siah-1 displacement: Siah-1 peptide-binding antagonists, primary screen, biochemical, fluorescence polarization, rhodamine-plectin, uHTS (AID 1817). E3 ubiquitin-protein ligase SIAH1 (Homo sapiens). Siah-1 / rhodamine-plectin peptide fluorescence polarization; higher % means a stronger effect. one-dose displacement, % at 20 µM; IC50 in µM for titrated hits. actives 0.02% (n = 290,000);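 active = displacement of at least 50% at 20 µM, with a fluorescence ratio check between 0.3 and a set limit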;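 note: plate controls were Siah plus tracer with DMSO for no effect and tracer alone without Siah for full effect; strong numbers were not always called active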
XIAP antagonists: XIAP antagonists, biochemical, IAP family, fluorescence polarization (AID 1018); E3 ubiquitin-protein ligase XIAP (Homo sapiens); XIAP BIR domain, fluorescence polarization peptide displacement; higher % means a stronger effect; displacement, % at 20 µM, or IC50 in µM where a hit was titrated; actives 0.007% (n = 200,000); in the data active = displacement above about 50%; note: a part of the inactive calls stands beside numbers as strong as those of hits
UTI89 phage lysis: inhibition of K1F phage lysis, E. coli UTI89, bacterial capsule biogenesis inhibitors, alamar blue (AID 488966); E. coli UTI89 K1F phage lysis, alamar blue, 2 h; higher % means a stronger effect; inhibition, % at 100 µM, or IC50 in µM where a hit was titrated; actives 0.02% (n = 340,000);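 active = phage lysis inhibition, versus mean bacterial control, above a set limit; inconclusive = no clear call, values can overlap the other calls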;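 note: capsule biogenesis inhibitors block K1F phage lysis so surviving cells raise fluorescence; higher fluorescence means more inhibition of phage lysis; actives were called in the ten point dose series up to 300 µM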
Hep lipid drop: inhibitors of hepatocyte lipid droplet formation, primary screen, imaging, high-throughput imaging, BODIPY stain; AML12 mouse hepatocytes, oleate lipid droplets; inhibition, % at 6.5 µM; actives 0.4% (n = 240,000);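 active = lipid droplet intensity inhibited by at least 50%, with more than 500 cells counted; inconclusive = wells with under 300 cells, treated as cytotoxic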
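Assay system: AML12 mouse liver cells | Compound dosing: One dose, 6.5 µM compound | Read-out basis: Droplet intensity reduction, % inhibition | Measured by: Fluorescence imaging, 20x objective, two fields per well | Schedule: Overnight treatment with compound plus oleate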
PMI inhibition: human PMI inhibitors, high substrate, primary screen, biochemical, fluorescence intensity, high mannose 6-phosphate (AID 1220). recombinant PMI enzyme, coupled fluorescence intensity; higher % means a stronger effect. actives 0.66% (n = 190,000). Mannose-6-phosphate isomerase (Homo sapiens). inhibition, % at 20 µM; hits with a dose series show IC50 in µM
Hep lipid drop cells 6.5 µM: also measured in Hep lipid drop; calls as there; cell count; measured here: cell count, cytotoxicity flag;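 cells counted across two imaged fields per well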
Starred values were filed as active, the others as inactive; u = inconclusive; x = not tested or not shown; [ ] = remark or other dose. Cut-off read from the data, not from the text of the source, unless noted: active = inhibition above about 50%; inactive = the rest.

SMILES	P. falciparum M17LAP	TNAP activation fold	M1AAP inhibition	human PMI inhibition	Siah-1 displacement	XIAP antagonists	UTI89 phage lysis	Hep lipid drop	Hep lipid drop cells 6.5 µM	PMI inhibition
O=C(Oc1ccccc1N1C(=O)C2CCCCC2C1=O)c1ccccc1 (stereo not given)	-2%	1.1	7%	8%	0%	-2.1%	-0.2%	x	x	6%
O=C(NCCc1ccccc1)C1CCCN(S(=O)(=O)c2cccc3nonc23)C1 (stereo not given)	12%	1.1	1%	4%	3%	-5.1%	3.5%[50 µM]	-6	722	0%
FC(F)(F)c1cc(-c2ccco2)nc(NCc2ccco2)n1	3%	1	2%	-24%	13%	3.0%	0.2%	0	700	-35%
Cn1cnnc1SCC(=O)Nc1sc2c(c1C(N)=O)CCC2	13%	0.9	7%	9%	8%	-1.6%	0.1%	x	x	23%
Cc1ccc(-n2ncc3c(NCCCN4CCCC4=O)ncnc32)c(C)c1	10%	1	9%	8%	-4%	-10%	0.2%	-3	730	4%
COC(=O)N/N=C(\C)c1ccc(OC(F)F)cc1OC(F)F	-2%	0.9	1%	7%	-1%	-2.0%	6.4%	16	683	-1%
C/C(=N\Nc1ccc([N+](=O)[O-])cc1)c1ccc(N)cc1	-4%	0.8	-4%	-67%	1%	-8.1%	5.9%[50 µM]	-11	429	-132%
CC(C)CNS(=O)(=O)c1ccc(S(=O)(=O)N2CCCN(Cc3ccccc3)C2)cc1	-4%	1.1	7%	2%	0%	-4.5%	1.3%	x	x	-1%
CC(=O)N1CCc2ccccc2C1CC(=O)O (stereo not given)	3%	1.1	1%	0%	-2%	-2.1%	0.2%	0	707	5%
COCc1nnc(NC(=O)CCSc2ccccc2)s1	5%	1.1	-2%	13%	2%	-8.7%	1.8%	10	774	8%
CC1(C)CN(c2cccc(C#N)c2)C1=O	4%	1.1	2%	-8%	6%	-3.1%	0.1%	-14	720	-7%
Fc1nc(N2CCCC2)c(F)c(Oc2ccccc2Oc2c(F)c(F)nc(N3CCCC3)c2F)c1F	8%	1.1	12%	-2%	-3%	-2.4%	0.2%	x	x	0%
CN1CCN(CCNC(=O)c2cc3c(=O)n(C)c4ccccc4c3n2C)CC1	0%	1.1	6%	12%	-3%	-10%	0.2%	x	x	12%
COc1ccc(CC(=O)N2CCN=C2SC)cc1OC	-3%	1	3%	4%	1%	-3.1%	0.3%	12	760	14%
COc1ccc(-c2noc(CCCC(=O)Nc3ccc(C(N)=O)cc3)n2)cc1	-10%	1.1	-6%	1%	7%	1.1%	-1.1%	x	x	6%
CC1CN(C(=O)c2ccccc2Nc2ccc(SC(F)F)cc2)CC(C)O1 (stereo not given)	4%	1.1	11%	2%	0%	0.0%	0.0%	-11	718	9%
O=C(NCCOc1ccc(Cl)cc1)C(=O)NCC1CCCO1 (stereo not given)	-8%	1.1	1%	17%	-2%	-4.0%	-0.1%	2	722	26%
O=C(Cn1cnc2c(nnn2Cc2ccc(F)cc2)c1=O)N1CCCc2ccccc21	14%	1	3%	-6%	-1%	1.1%	-0.1%	2	676	5%
O=C(O)c1ccc(Cl)c(S(=O)(=O)N2CCCCCC2)c1	-9%	1.1	2%	-7%	-2%	-6.1%	3.8%	x	x	-12%
CC(C)=C(NC(=O)c1ccccc1)C(=O)Nc1ccc(C(=O)O)cc1	11%	x	6%	x	-1%	x	-0.1%	-2	714	x

Some of the entries above in another layout.
Order of values – P. falciparum M17LAP, TNAP activation fold, M1AAP inhibition, human PMI inhibition, Siah-1 displacement, XIAP antagonists, UTI89 phage lysis, Hep lipid drop, Hep lipid drop cells 6.5 µM, PMI inhibition
- Fc1nc(N2CCCC2)c(F)c(Oc2ccccc2Oc2c(F)c(F)nc(N3CCCC3)c2F)c1F
 : 8%, 1.1, 12%, -2%, -3%, -2.4%, 0.2%, x, x, 0%
- O=C(O)c1ccc(Cl)c(S(=O)(=O)N2CCCCCC2)c1
 : -9%, 1.1, 2%, -7%, -2%, -6.1%, 3.8%, x, x, -12%

The list continues:
SMILES	P. falciparum M17LAP	TNAP activation fold	M1AAP inhibition	human PMI inhibition	Siah-1 displacement	XIAP antagonists	UTI89 phage lysis	Hep lipid drop	Hep lipid drop cells 6.5 µM	PMI inhibition
Cc1ccc(-c2nc3c(c(=O)[nH]c(=O)n3Cc3ccccc3)n2Cc2ccccc2)o1	1%	0.9	6%	-29%	-2%	-5.7%	0.1%	-16	646	-29%
Cc1ccc2nc3c(cc(C#N)c(=N)n3CC3CCCO3)c(=O)n2c1 (stereo not given)	x	1.1	x	2%	4%	-6.4%	x	x	x	2%
Cc1ccc(C(=O)CSc2nnc(CNc3nc(-c4ccccc4)cs3)n2C)cc1	9%	1	5%	2%	-1%	-3.0%	0.0%[50 µM]	x	x	0%
O=C(Nc1ccc2c(c1)OCCO2)C1CCN(S(=O)(=O)c2cccs2)CC1	-8%	1.2	4%	2%	-4%	-4.7%	1.6%	-3	761	5%
COc1ccc(CCNC(=O)C(=O)NCc2ccc(Cl)cc2)cc1OC	-6%	1.1	9%	-6%	-9%	-1.8%	0.8%	-117	732	-12%
CCOC(=O)C1CCN(c2ncnc3c(C)csc23)CC1	-8%	x	1%	x	-1%	x	-0.8%	-1	717	x
COc1ccc(S(=O)(=O)N2C3CCC2CC(NC(=O)C2CC2)C3)cc1 (stereo not given)	2%	1.1	4%	14%	1%	-6.0%	0.2%	x	x	6%
COc1ccc(-n2c(-c3cccc(OC)c3)nc(=S)c3c2CCCC3)cc1	12%	1	18%	7%	-4%	-1.4%	0.4%	x	x	4%
COc1cccc(N2CCN(c3ncnc4c3[nH]c3ccc(F)cc34)CC2C)c1 (stereo not given)	6%	1.1	-16%	15%	2%	-10%	-0.3%	x	x	12%
COc1cccc(C2c3[nH]c4ccccc4c3CCN2Cc2cccn2-c2ncccn2)c1 (stereo not given)	-9%	1.1	1%	10%	8%	-6.4%	0.2%	-3	564	18%
CC(=O)Nc1c(O)nc(SCc2ccc(Cl)cc2)[nH]c1=O	13%	1.5	u	6%	-1%	-3.4%	0.1%	3	631	6%
CCCN(C(=O)c1ccccc1N)c1c(C)n(C)n(-c2ccccc2)c1=O	2%	1.1	1%	-4%	0%	0.2%	-0.1%	x	x	-5%
COc1ccc(CNC(=O)C(C)OC(=O)c2cccn2C)cc1 (stereo not given)	8%	1.2	7%	2%	5%	-9.0%	3.5%	x	x	9%
O=C1CCC([N+](=O)[O-])C(c2cc3c(cc2Br)OCO3)N1 (stereo not given)	4%	1.1	5%	1%	8%	3.8%	0.2%	12	604	8%
Cc1ccccc1-c1cc(-c2ccccc2O)on1	-4%	1	11%	8%	0%	-0.1%	1.4%	x	x	8%
O=c1c2c3c(sc2nc(NCCO)n1Cc1ccco1)CCCCC3	-2%	1	1%	13%	0%	-5.3%	0.7%	-1	607	6%
COc1ccc(NC(=O)CSc2nc3c(c(=O)n2-c2ccc(C)cc2)SCC3)c(OC)c1	7%	1	1%	18%	-2%	-6.7%	0.3%	24	667	3%
O=C(NCCN1C(=O)S/C(=C\c2ccc(Cl)cc2)C1=O)c1ccc(F)c(S(=O)(=O)N2CCOCC2)c1	14%	1	3%	-1%	8%	-1.1%	0.8%[50 µM]	-2	661	10%
Cc1nsc(Nc2ccccc2)c1C#N	1%	1.1	5%	-28%	15%	-7.3%	-0.6%	-9	774	-26%
COc1ccc(-n2nc(C(=O)NCc3ccco3)c3c4ccccc4n(C)c3c2=O)cc1	2%	1	11%	6%	16%	-8.3%	0.4%	-12	748	4%
O=C(Nc1nc2ccc(F)cc2s1)C1CCN(S(=O)(=O)c2cc([N+](=O)[O-])ccc2Cl)CC1	-11%	1.1	3%	-12%	3%	-8.2%	-0.3%[50 µM]	-44	536	14%
Cc1cc(C)n(CC(=O)Nc2ccccc2)n1	1%	1	3%	-4%	-1%	-2.8%	-0.3%	x	x	-2%
N#C/C(=C\c1ccc(-c2ccc(Br)cc2)o1)C(=O)NCCc1c[nH]c2ccccc12	2%	0.9	9%	10%	-3%	-4.0%	0.2%	-16	652	7%
O=C(Cc1ccccc1)N/N=C/c1cc2c(cc1Cl)OCO2	2%	1	5%	-8%	7%	-5.5%	1.3%	-42	666	-2%
CN1CCc2c(sc3c2c(=O)n(-c2ccccc2)c2n[nH]c(=S)n32)C1	8%	1.1	3%	-30%	-1%	0.9%	0.9%	-34	649	-55%
CC(/C=C/c1ccco1)=N\NC(=O)CNc1cccc(C)c1	5%	1.1	8%	2%	6%	-0.9%	1.0%	2	697	17%
CN1CCN(S(=O)(=O)c2cccc(C(=O)N(c3ccccn3)C3CCCCC3)c2)CC1	-12%	1.1	11%	-5%	6%	-3.7%	0.7%	x	x	-3%
COC(=O)c1ccc(C(C2C(=O)CC(C)(C)CC2=O)C2C(=O)CC(C)(C)CC2=O)cc1	-2%	x	0%	x	-3%	x	0.4%	-1	712	x
Cc1noc(C)c1CSCC(=O)N1CCN(c2ccc(F)cc2)CC1	-12%	1.1	0%	-1%	-2%	-3.9%	2.6%	x	x	-1%
O=C(NC1=NCCS1)c1sc2ccccc2c1Cl	4%	1.1	0%	5%	5%	-4.2%	-0.1%	-21	688	5%
CCn1c(COc2ccccc2C)nnc1SCC(=O)NCc1ccccc1	3%	1.1	-1%	-2%	-3%	1.4%	-0.1%	x	x	3%
Cc1cc(C)n(S(=O)(=O)/C=C/c2ccccc2)n1	3%	1.1	4%	10%	0%	-2.9%	0.1%	0	749	7%
Cc1cc(C)c2c(SC(C)C)nc(N)nc2n1	0%	x	12%	x	9%	x	-0.2%	-4	672	x
Cc1c(C(=O)OCC(=O)Nc2c(C)n(C)n(-c3ccccc3)c2=O)oc2ccccc12	-7%	1.1	-1%	-4%	3%	-16%	0.2%	3	679	1%
CC(=O)Oc1ccc(N(C(C)=O)S(=O)(=O)c2cccs2)c2ccccc12	2%	1	15%	10%	-6%	-4.5%	-0.6%	-16	801	-4%
Cc1ccc(-c2nn(-c3cccc(F)c3)cc2CNCCc2ccncc2)o1	8%	1.1	1%	2%	-5%	-6.7%	0.6%	-8	676	-4%
COc1ccc(-n2c(SCC(=O)Nc3ccccc3)nc3c(c2=O)SCC3)cc1	-1%	1.2	5%	2%	1%	-3.1%	-0.6%	x	x	-4%
C1CCC(c2nn3c(-c4n[nH]c5c4CCC5)nnc3s2)CC1	-6%	1.5	8%	-4%	-7%	-2.8%	0.2%	x	x	-8%
